mHTT-CaM PPI inh = inhibitors of human mutant huntingtin-calmodulin interaction; P42858; AlphaScreen His-mHTT/GST-CaM binding, luminescence; inhibition, % at 15 µM; hit rate 3.6% among 190,000; AID 1671202;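 note: 0% = both proteins with DMSO and 100% = one protein alone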
Pf apPOL block = Pf-apPOL DNA polymerase inhibition. inhibition, % at 10 µM. hit rate 0.25% among 210,000. Recombinant Pf-apPOL, molecular beacon fluorescence, 1.5 h
Active calls of the source: *; & = joins results of further samples. Cut-off read from the data, not from the text of the source: active = inhibition above about 50%; inactive = the rest. The order is random. Share with any hit: about 3.7%.

O=C(CSc1nnc(-c2ccco2)c(-c2ccco2)n1)Nc1cccc([N+](=O)[O-])c1 was read as mHTT-CaM PPI inh 98* and Pf apPOL block 4.
COc1ccc(NCN2C(=O)S/C(=C\c3ccc(O)cc3)C2=O)cc1 was read as mHTT-CaM PPI inh 22 and Pf apPOL block 2.
Screening COC(=O)c1ccc(C=C2Oc3cc(OC(=O)c4ccco4)ccc3C2=O)cc1 returned mHTT-CaM PPI inh 7 and Pf apPOL block -3.
For CN(C)c1ccc(C=C2C(=O)OC(C)(C(C)(C)C)OC2=O)cc1Br (stereo not drawn) the results were mHTT-CaM PPI inh 4 and Pf apPOL block -3.
Screening CCCSc1nnc2c(n1)OC(c1cccc(O)c1)Nc1ccccc1-2 (stereo not drawn) returned mHTT-CaM PPI inh 3 and Pf apPOL block 12.
`Cc1ccc2cc(NC(=O)c3cccs3)ccc2n1` gave Pf apPOL block -14&-9.
CC1=C(C(=O)Nc2ccccn2)C(c2ccccc2C)C2=C(CC(C)(C)CC2=O)N1 (stereo not drawn) was read as mHTT-CaM PPI inh -5 and Pf apPOL block -1.
Screening C=CCNC(=O)C1CC(=O)N(c2ccc(OCC(=O)Nc3ccc(OCC)cc3)cc2)C1 (stereo not drawn) returned mHTT-CaM PPI inh -11 and Pf apPOL block -4.
Screening O=C(CN1CCN(C(=O)Nc2ccc(Cl)cc2)CC1=O)NCCC1=CCCCC1 returned mHTT-CaM PPI inh -2 and Pf apPOL block -3.
`O=[N+]([O-])c1ccc(Oc2ccc(Cl)cc2)cc1C(F)(F)F` gave Pf apPOL block -7&-4.
Screening COC(=O)C1C(O)CCC2CN3CCc4c([nH]c5ccccc45)C3CC21 (stereo not drawn) returned Pf apPOL block -18.
Screening COc1ccc2c(=O)c3c(oc2c1)C(=O)N(CCN(C)C)C3c1ccc(C(C)C)cc1 (stereo not drawn) returned mHTT-CaM PPI inh 42 and Pf apPOL block -13.
Screening O=C1OC(c2ccc(Cl)c(Cl)c2)=N/C1=C/c1ccc2c(c1)OCO2 returned mHTT-CaM PPI inh 10 and Pf apPOL block 2.
`COc1ccc(C=C2C(=O)OC(C)(C)OC2=O)c(OC)c1` gave mHTT-CaM PPI inh 19 and Pf apPOL block -1.
CC(=O)N1CCN(c2ccc(NC(=O)c3cccs3)cc2)CC1 was read as mHTT-CaM PPI inh 8 and Pf apPOL block -4.
For Cc1ccc(N2CCN(C(=O)CC(C)(C)C)C(C)C2=O)c(C)c1 (stereo not drawn) the results were mHTT-CaM PPI inh -6 and Pf apPOL block -3.
For O=C(NCc1cccnc1)c1ccc(-c2ccsc2)nc1 the results were mHTT-CaM PPI inh 1 and Pf apPOL block -7.
Screening Fc1ccccc1CNc1cc(-n2cccn2)ncn1 returned mHTT-CaM PPI inh -11 and Pf apPOL block -8.
Screening COc1cccc(-c2cc(C(=O)Nc3c(Cl)cccc3Cl)no2)c1 returned mHTT-CaM PPI inh -14 and Pf apPOL block -1.
`CCCc1noc2c1C(=O)CC(C)(C)C2` gave mHTT-CaM PPI inh 0 and Pf apPOL block -8.
COc1ccccc1N1CCN(C(=O)c2ccc(-c3cccnc3)nc2)CC1 was read as mHTT-CaM PPI inh 4 and Pf apPOL block -2.
O=C(Cn1cc2c(n1)CCCCC2)N1CCN(Cc2ccccc2)CC1 was read as mHTT-CaM PPI inh 3 and Pf apPOL block -1.
`O=C1OC(c2ccc(F)cc2)=N/C1=C/c1cccc([N+](=O)[O-])c1` gave mHTT-CaM PPI inh 8 and Pf apPOL block -2.
For c1ccc(N2N=C3N(c4ccccc4)C2N3c2ccccc2)cc1 the results were mHTT-CaM PPI inh 77*.
Screening COC(=O)c1ccc2c(c1)C1CC(C)(O2)N(c2ccc3c(c2)OCCO3)C(=O)N1 (stereo not drawn) returned mHTT-CaM PPI inh -15 and Pf apPOL block -8.
Screening CCc1onc(C)c1C1CCCN1C(=O)Nc1ccc(Br)c(C)c1 (stereo not drawn) returned mHTT-CaM PPI inh 1 and Pf apPOL block 5.
Oc1cccc(CNc2ccc3[nH]ncc3c2)c1 was read as mHTT-CaM PPI inh 77* and Pf apPOL block -5.
`COc1cc2c(cc1OC)CN(Cc1cccc([N+](=O)[O-])c1)CC2` gave mHTT-CaM PPI inh -2 and Pf apPOL block 3.
For Cc1sc2c(=O)n(C(C)C)cnc2c1C(=O)NCc1ccccc1 the results were mHTT-CaM PPI inh 5 and Pf apPOL block 3.
`Nc1c(C(=O)Nc2ccc(F)cc2)sc2[nH]c(=O)c(C(=O)O)cc12` gave mHTT-CaM PPI inh 46 and Pf apPOL block -5.

Taken from above for reference:
Screening COc1cccc(-c2cc(C(=O)Nc3c(Cl)cccc3Cl)no2)c1 returned mHTT-CaM PPI inh -14 and Pf apPOL block -1.
`CCCc1noc2c1C(=O)CC(C)(C)C2` gave mHTT-CaM PPI inh 0 and Pf apPOL block -8.
COc1ccccc1N1CCN(C(=O)c2ccc(-c3cccnc3)nc2)CC1 was read as mHTT-CaM PPI inh 4 and Pf apPOL block -2.
O=C(Cn1cc2c(n1)CCCCC2)N1CCN(Cc2ccccc2)CC1 was read as mHTT-CaM PPI inh 3 and Pf apPOL block -1.
`O=C1OC(c2ccc(F)cc2)=N/C1=C/c1cccc([N+](=O)[O-])c1` gave mHTT-CaM PPI inh 8 and Pf apPOL block -2.
For c1ccc(N2N=C3N(c4ccccc4)C2N3c2ccccc2)cc1 the results were mHTT-CaM PPI inh 77*.
Screening COC(=O)c1ccc2c(c1)C1CC(C)(O2)N(c2ccc3c(c2)OCCO3)C(=O)N1 (stereo not drawn) returned mHTT-CaM PPI inh -15 and Pf apPOL block -8.
Screening CCc1onc(C)c1C1CCCN1C(=O)Nc1ccc(Br)c(C)c1 (stereo not drawn) returned mHTT-CaM PPI inh 1 and Pf apPOL block 5.
Oc1cccc(CNc2ccc3[nH]ncc3c2)c1 was read as mHTT-CaM PPI inh 77* and Pf apPOL block -5.
`COc1cc2c(cc1OC)CN(Cc1cccc([N+](=O)[O-])c1)CC2` gave mHTT-CaM PPI inh -2 and Pf apPOL block 3.
For Cc1sc2c(=O)n(C(C)C)cnc2c1C(=O)NCc1ccccc1 the results were mHTT-CaM PPI inh 5 and Pf apPOL block 3.
`Nc1c(C(=O)Nc2ccc(F)cc2)sc2[nH]c(=O)c(C(=O)O)cc12` gave mHTT-CaM PPI inh 46 and Pf apPOL block -5.

The results go on:
For COCCNC(=O)C1(C)CCC(=O)N1CCc1ccc(Cl)cc1 (stereo not drawn) the results were mHTT-CaM PPI inh -4 and Pf apPOL block -3.
Screening CCOc1ccc(/C=C2\N=C(c3ccc(OC)c(OC)c3)OC2=O)cc1 returned mHTT-CaM PPI inh 8 and Pf apPOL block 2.
Screening O=C(O)CC12CC3CC(CC(Cl)(C3)C1)C2 returned Pf apPOL block 3.
For CCn1cc(C(=O)O)c(=O)c2cnc(N3CCN(C(=S)NC)CC3)nc21 the results were mHTT-CaM PPI inh 3.
Screening Cc1ccc2c(c1)c1c(n2C)C(=O)CCC1 returned mHTT-CaM PPI inh -22 and Pf apPOL block -10.
`COC(=O)c1ccc(Oc2coc3c4c(ccc3c2=O)OCN(CC(C)C)C4)cc1` gave mHTT-CaM PPI inh 4 and Pf apPOL block -6.
CCCCOc1ccc(C(=O)NCC2OCCc3ccccc32)cc1OC (stereo not drawn) was read as mHTT-CaM PPI inh 0 and Pf apPOL block -1.
c1ccc(C(c2ccccc2)c2nc(-c3cccnc3)no2)cc1 was read as mHTT-CaM PPI inh -20&-32 and Pf apPOL block -17&-5.
CCn1cc(Cl)c(C(=O)N2CCc3c(nc4cc[nH]n4c3=O)C2)n1 was read as mHTT-CaM PPI inh -1 and Pf apPOL block 1.
`Cc1cc([N+](=O)[O-])ccc1NC(=O)COc1ccc(Cl)cc1` gave mHTT-CaM PPI inh -2 and Pf apPOL block -9.
Screening COc1cccc(CNc2cccc(C(F)(F)F)c2)c1O returned mHTT-CaM PPI inh 0 and Pf apPOL block -4.
Screening COc1ccc(OC)c(NC(=O)C2C3CCC(O3)C2C(=O)O)c1 (stereo not drawn) returned mHTT-CaM PPI inh 14 and Pf apPOL block 1.
`COc1ccc(NC(=O)N2CC=C(c3cn(C(C)C)c4ncccc34)CC2)cc1F` gave mHTT-CaM PPI inh 8 and Pf apPOL block -7.
O=C(Nc1ccccc1-c1nc2ccccc2s1)c1ccco1 was read as mHTT-CaM PPI inh -11 and Pf apPOL block 0.
Screening Cc1ccc(NC(=O)Cn2cnc3c(-c4ccc(F)cc4)csc3c2=O)cc1C returned mHTT-CaM PPI inh -12 and Pf apPOL block 1.
O=C(NCc1ccc(N2CCCCCC2)nc1)c1ccc(Br)cc1 was read as mHTT-CaM PPI inh 16 and Pf apPOL block -3.
Screening CC(=O)Nc1ccc(-c2noc(C3CCCN(C(=O)c4sccc4C)C3)n2)cc1 (stereo not drawn) returned mHTT-CaM PPI inh 15 and Pf apPOL block -2.
CC1CCC(NC(=O)c2cc3c(s2)CN(C2CCCC2)C3)CC1 (stereo not drawn) was read as mHTT-CaM PPI inh 9 and Pf apPOL block -3.
`COc1ccccc1NC(=O)C1CCN(c2c(C#N)cnc3ccc(F)cc23)CC1` gave mHTT-CaM PPI inh -2 and Pf apPOL block 0.
`CC1CCCC(C)N1C(=O)Nc1ccccc1` (stereo not drawn) gave mHTT-CaM PPI inh -3 and Pf apPOL block -2.
For Cc1csc2sc(C=NC(C#N)=C(N)C#N)c(C)c12 the results were Pf apPOL block -3.
`O=C(Nc1ccccc1)Sc1cc(C(F)(F)F)cc(C(F)(F)F)c1` gave Pf apPOL block -4.
`CCN1CCN(c2cc(C)c3cc(NC(=O)CCC(=O)Nc4ccccc4OC)ccc3n2)CC1` gave mHTT-CaM PPI inh 19 and Pf apPOL block -4.
Screening COc1cc(CN2CCN(c3ccc(F)cc3)CC2)cc([N+](=O)[O-])c1O returned mHTT-CaM PPI inh 7 and Pf apPOL block -1.
For COc1cc2c(cc1NC(=O)c1cc([N+](=O)[O-])ccc1OC)oc1ccccc12 the results were mHTT-CaM PPI inh -1 and Pf apPOL block -2.
For CCCCOC(=O)CCc1n[nH]c(=O)[nH]c1=O the results were mHTT-CaM PPI inh -6.
For CCOc1ccc(-c2nc(C(=O)N3CCCC3)cs2)cc1 the results were mHTT-CaM PPI inh 11 and Pf apPOL block -9.
Cc1ccc(SC[C@H](Cc2ccccc2)N2CC[C@@H](C(C)(C)C)CCC2=O)cc1 was read as mHTT-CaM PPI inh -3 and Pf apPOL block -3.
Screening O=C(Nc1cccc(-c2nc3ncccc3o2)c1)c1ccc(-c2ccccc2)cc1 returned mHTT-CaM PPI inh 4 and Pf apPOL block -3.
`CCOC(=O)c1sc(N2N=C(C)/C(=C\c3ccc(C)s3)C2=O)nc1C` gave mHTT-CaM PPI inh 5.
O=C(CC12CC3CC(CC(C3)C1)C2)NCC1CCCO1 (stereo not drawn) was read as mHTT-CaM PPI inh -2 and Pf apPOL block -5.
CN(C)CCCNCc1ccc2c(c1)n(C)c(=O)n2C was read as mHTT-CaM PPI inh -6 and Pf apPOL block -2.
Screening COc1ccc(CNC(=O)C2CCN(c3cc(N4CCSCC4)ncn3)CC2)cc1 returned mHTT-CaM PPI inh 3 and Pf apPOL block 4.
COc1ccc(/C=N/OC(=O)c2ccc(Cl)cc2)cc1Cn1cnc([N+](=O)[O-])n1 was read as mHTT-CaM PPI inh inactive and Pf apPOL block -8.
Screening CCOc1cc(/C=C2/NC(=O)NC2=O)ccc1OCCCOc1cc(C)ccc1C returned mHTT-CaM PPI inh 24 and Pf apPOL block -3.
For O=C(Nc1ccc(S(=O)(=O)Nc2nccs2)cc1)c1sc2ccccc2c1Cl the results were mHTT-CaM PPI inh 25&0 and Pf apPOL block 0&-4.
Cc1ncc(CO)c2cc(C(=O)Nc3cccc(F)c3)c(=Nc3ccccc3)oc12 was read as mHTT-CaM PPI inh 0 and Pf apPOL block 0.
CCCN1CCC(=O)N([C@H](CSc2ccc(Br)cc2)CC(C)C)CC1 was read as mHTT-CaM PPI inh -5 and Pf apPOL block -4.
For CCNC(=O)c1coc(CN2CCN(c3ccc(C)c(C)c3)CC2)n1 the results were mHTT-CaM PPI inh 6 and Pf apPOL block 0.
Screening Nc1nnc(Cc2ccc([N+](=O)[O-])cc2)s1 returned mHTT-CaM PPI inh 0 and Pf apPOL block -2.
Screening COc1ccc(C2CCCN2C(=O)Cc2ccc(OC)c(OC)c2)cc1 (stereo not drawn) returned mHTT-CaM PPI inh 13 and Pf apPOL block 0.
Cc1ccc(N2C(=O)SC(Nc3ccc(C(=O)O)cc3)C2=O)cc1 (stereo not drawn) was read as mHTT-CaM PPI inh 22 and Pf apPOL block -2.
Screening CCOc1nccnc1N1CCC(NC(=O)c2cccs2)C1 (stereo not drawn) returned mHTT-CaM PPI inh -4 and Pf apPOL block -1.
For Cc1ccccc1C(=O)N1CCc2nc(-c3ccccc3)ncc2C1 the results were mHTT-CaM PPI inh 4 and Pf apPOL block 1.
Screening NNC(=O)Cn1cc(Cl)c(=O)c(Cl)c1 returned Pf apPOL block -1&-1.
Screening O=S(=O)(NC1CCCc2ccccc21)c1ccccc1 (stereo not drawn) returned Pf apPOL block -3.
Screening O=C(CN(Cc1ccc(F)cc1)S(=O)(=O)c1ccc(Cl)cc1)NCc1ccco1 returned mHTT-CaM PPI inh -3 and Pf apPOL block -2.
CCn1c(=O)c(-c2ccc(C(=O)Nc3ccc(C)c(C)c3)cc2)nc2cccnc21 was read as mHTT-CaM PPI inh 18 and Pf apPOL block -3.
For CN(C)C(=O)C1CCCN1C(=O)c1ccccc1 (stereo not drawn) the results were mHTT-CaM PPI inh -2 and Pf apPOL block 2.
For O=S(=O)(Cc1noc(-c2ccc(OC(F)(F)F)cc2)n1)c1ccc(F)cc1 the results were Pf apPOL block -9.
Screening Cc1cc(C)c(S(=O)(=O)N2CCCC(C)(C(=O)NCc3ccc(F)cc3)C2)cc1C (stereo not drawn) returned mHTT-CaM PPI inh 61* and Pf apPOL block 0.
`CC(NC(=O)C12CC3(C)CC(C)(CC(C)(C3)C1)C2)C(=O)O` (stereo not drawn) gave mHTT-CaM PPI inh 10 and Pf apPOL block 1.
`CCc1ccc(NC(=O)N2CCC(n3cnc4c(Cl)cccc4c3=O)CC2)cc1` gave mHTT-CaM PPI inh 16 and Pf apPOL block -12.
